A549 tox: kills or reduces viability of A549 cells in Nrf2 counter-screen. A549 ARE-Fluc cells, CellTiter-Fluor viability, 18-24 h. Potency, µM (highest dose often 46 µM), inactives show at the highest dose activity change, negative = cytotoxicity, hits mostly inhibitors. hit rate 0.16% among 390,000. AID 504648; note: % is set by controls: 0 for no effect and ±100 for the full control effect
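A549 ARE-Fluc cells in 5% FBS OPTI-MEM, 5000 cells/well, rested 2 h then exposed to compounds in concentration-response for 18-24 h at 37 °C. Viability by CellTiter-Fluor fluorescence (Ex 405/Em 525) after 30 min; luciferase luminescence (BugLite, 15 min, RT) read afterwards.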
ATXN viability: cell viability loss in ATXN counter-screen | hit rate 0.49% among 400,000 | Potency, µM (series often up to 56.7 µM), most hits filed as cytotoxic | AID 651635 | S2 cells (HEK-293 line with an ATXN2-luciferase reporter) viability, CellTiter-Fluor protease fluorescence, 24 h; note: nearly all actives have a fitted effect of over 40% in size
Nrf2 block: blocks Nrf2 signaling; A549 ARE-Fluc reporter, luciferase luminescence, 18-24 h; Potency, µM (titrated, usually from 46 µM), inactives show top-dose activity change, negative = inhibition, actives largely listed as inhibitors; hit rate 2.1% among 360,000; AID 504444; note: % is set by controls: 0 for no effect and ±100 for the full control effect; nearly all actives have a fitted effect of over 60% in size
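Two sequential reads on A549 ARE_Fluc cells exposed to compound for 18-24 h: a CellTiter-Fluor fluorescence read for viability, then a luciferase luminescence read for Nrf2/ARE activity.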
TGFb SMAD3 inh: blocks TGF-b signaling; HepG2 CAGA-GFP TGF-b/SMAD3 reporter, GFP fluorescence, 18 h; TGF-beta stimulated, 500 pg/mL final; Potency, µM (titrated, usually from 46.1 µM), for the others: at the top dose activity, negative = inhibition, actives largely listed as inhibitors; hit rate 1.2% among 410,000; note: % is set by controls: 0 for no effect and ±100 for the full control effect; nearly all actives have a fitted effect of over 65% in size
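Cell-based qHTS in HEPG2 carrying a CAGA-GFP Smad reporter; compounds added before 500 pg/mL final TGF-beta, 18 h incubation at 37 degrees C, GFP fluorescence quantified per cell by imaging cytometry.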
Nrf2 activator: Nrf2 pathway activation; AREc32 ARE-luciferase reporter (MCF7-derived line), luminescence, 24 h; Potency, µM (series often up to 46.1 µM), without a hit: at the top dose activation, usual class: activators; hit rate 0.31% among 410,000; AID 624171; note: % of control where 0% means no effect; nearly all actives have a fitted effect of over 65% in size
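Quantitative high-throughput format: AREc32 reporter cells, 1000 per well, received compound by pin transfer and were incubated 24 hr at 37 deg C, 5% CO2, before Steady-Glo luminescence detection.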
MCF10A rereplic: induces DNA re-replication in MCF 10a normal breast cells. MCF 10A DNA re-replication, Hoechst nuclear intensity, 48 h. Potency, µM (highest dose often 46.1 µM), for inactives: top-dose activity, positive = re-replication, usual class: activators. hit rate 2.9% among 350,000. AID 624296; note: % of control where 0% means no effect; nearly all actives have a fitted effect of over 50% in size
HepG2 tox: HepG2 cytotoxicity, counter-screen for TGF-b inhibitors; Potency, µM (top dose mostly 46.1 µM), inactives show top-dose activity change, negative = cytotoxicity, actives largely listed as cytotoxic; hit rate 0.76% among 410,000; HepG2 CAGA-GFP viability, ATP luminescence, 18 h; AID 588856; note: some results filed as inactive show a strong effect at the top dose
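CellTiter-Glo luminescence gave cytotoxicity after 18 hours at 37 degrees C. The cells were HepG2 CAGA-GFP in 1% FBS DMEM, stimulated with 500 pg/mL TGF-beta after compound addition. %Activity was normalised to no-cell wells (complete cell-killing) and DMSO (no toxicity), and curves were fitted and classified.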
EPAC2 antag: blocks human EPAC2 exchange factor; Q8WZA2; EPAC2 GEF exchange of Rap1B-BODIPY-GDP, fluorescence; Potency, µM (series often up to 114 µM), without a hit: at the top dose activity, negative = inhibition, hits mostly inhibitors; hit rate 0.18% among 360,000; AID 720708; note: % is set by controls: 0 for no effect and ±100 for the full control effect; nearly all actives have a fitted effect of over 45% in size; many of its hits are not listed in these tables
Target sequence (Q8WZA2 whole entry, looked up): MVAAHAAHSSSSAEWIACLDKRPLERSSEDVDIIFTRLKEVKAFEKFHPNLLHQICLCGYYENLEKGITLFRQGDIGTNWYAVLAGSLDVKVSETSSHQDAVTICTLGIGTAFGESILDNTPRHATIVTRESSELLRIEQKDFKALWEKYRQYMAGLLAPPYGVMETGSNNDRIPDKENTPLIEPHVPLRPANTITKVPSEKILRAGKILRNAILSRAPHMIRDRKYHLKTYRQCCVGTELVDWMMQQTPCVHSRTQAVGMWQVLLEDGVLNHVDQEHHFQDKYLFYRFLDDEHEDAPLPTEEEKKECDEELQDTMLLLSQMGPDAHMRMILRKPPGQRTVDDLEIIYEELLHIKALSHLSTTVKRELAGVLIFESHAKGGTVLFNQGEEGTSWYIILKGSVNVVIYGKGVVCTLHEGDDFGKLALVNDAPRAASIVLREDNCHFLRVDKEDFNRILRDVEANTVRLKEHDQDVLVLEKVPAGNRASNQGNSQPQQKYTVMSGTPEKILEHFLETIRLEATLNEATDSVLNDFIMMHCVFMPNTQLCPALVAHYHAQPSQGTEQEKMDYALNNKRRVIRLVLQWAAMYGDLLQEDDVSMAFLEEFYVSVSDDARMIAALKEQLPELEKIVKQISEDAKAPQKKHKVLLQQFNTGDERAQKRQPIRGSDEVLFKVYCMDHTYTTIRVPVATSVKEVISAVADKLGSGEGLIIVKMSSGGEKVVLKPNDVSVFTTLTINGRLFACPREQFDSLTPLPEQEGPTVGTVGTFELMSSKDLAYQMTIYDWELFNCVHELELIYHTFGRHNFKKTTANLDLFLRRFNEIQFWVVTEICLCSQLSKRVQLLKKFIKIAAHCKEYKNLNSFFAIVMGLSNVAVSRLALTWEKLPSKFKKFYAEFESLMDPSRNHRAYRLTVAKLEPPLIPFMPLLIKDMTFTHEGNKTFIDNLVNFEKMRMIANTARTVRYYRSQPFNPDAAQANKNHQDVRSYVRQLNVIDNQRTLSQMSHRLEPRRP
ATXN2 expr inh: inhibitors of ATXN2 expression; HEK-293 ATXN2-luciferase reporter, luminescence, 24 h; Potency, µM (titrated, usually from 57 µM), for inactives: at the top dose activity change, negative = inhibition, hits mostly inhibitors; hit rate 0.72% among 360,000; note: % is set by controls: 0 for no effect and ±100 for the full control effect; nearly all actives have a fitted effect of over 55% in size
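qHTS (up to 57 uM final) was run with 24 h compound exposure of reporter cells at 37 °C. Each well was multiplexed: SteadyGlo luminescence measured ATXN2-luciferase expression after a fluorogenic Gly-Phe-AFC viability readout (25 uM final).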
The depositor's hits bear a star; i = inactive; ? = inconclusive; . = not tested or not shown; [ ] = another dose, or the depositor's remark. Calls come from the whole dose curve; as a rule, active = well fitted curve in the direction sought with a large enough effect; inconclusive = small, poorly fitted or top-dose-only effect, or another doubt; inactive = no such curve, though single readings can be large; an effect the other way counts as inactive or inconclusive. Potency is the fitted concentration of half-maximal effect. This is a subset; the hit share may differ from the screen's.

Under each structure: Nrf2 block	TGFb SMAD3 inh	A549 tox	ATXN viability	EPAC2 antag	HepG2 tox	Nrf2 activator	MCF10A rereplic	ATXN2 expr inh
(1) O=C(CNC(=O)C1COc2ccccc2O1)N/N=C/c1cc(Br)c(O)c(Br)c1 (centres undefined)
    0.1%	7.6%	4.1%	i	-27.3%	-4.5%	-0.4%	19.2%	3.3%
(2) O=C(O)CCN1C(=O)CC2(CCCCC2)C1=O
    .	0.1%	-0.2%	i	5.9%	14.1%	-0.2%	0.2%	-2.0%
(3) O=C(NNS(=O)(=O)c1ccc(Br)cc1)NC1CCCCC1
    -7.8%	-0.5%	0.0%	i	1.4%	1.0%	2.1%	2.2%	-14.1%
(4) CC1(C)Cc2c(sc3nc(NCCN4CCOCC4)n4ncnc4c23)CO1
    20.7%	0.0%	3.0%	i	4.3%	-10.8%	0.4%	-1.5%	13.3%
(5) O=C(CN1CCC(Cc2ccccc2)CC1)Nc1ccc2c(c1)OCCO2
    20.0%	5.6%	-4.3%	i	-2.3%	-14.1%	-1.0%	-8.5%	3.3%
(6) O=C(CCC(=O)N1CCOc2ccccc21)N1CCN(c2ccccc2)CC1
    -5.4%	1.8%	6.4%	i	-8.0%	-11.8%	-0.4%	7.9%	-5.8%
(7) Cc1cc(C)n(CCOc2nonc2N)n1
    6.9%	9.3%	-8.1%	i	6.2%	-3.7%	0.0%	-4.1%	3.7%
(8) CC(C)NCc1nnc(-c2ccc(Cl)cc2)o1
    2.4%	-17.2%	?	i	18.4%	-7.3%	10.4%	-3.1%	.
(9) COCC(=O)Nc1nc(-c2ccc(-c3ccccc3)cc2)cs1
    ?	9.4%	-8.7%	i	-2.0%	-37.3%	4.5%	?	51.1%[activator]
(10) Cn1c(N)c(C(=O)COC(=O)c2cccc(S(=O)(=O)N3CCOCC3)c2)c(=O)n(C)c1=O
    -9.9%	-0.3%	1.3%	i	-2.5%	10.9%	0.0%	1.0%	-1.5%
(11) N#Cc1c(NC(=O)CCC(=O)O)sc2c1CCCCC2
    11.3%	15.2%	2.7%	i	12.3%	3.7%	0.3%	2.5%	-0.4%
(12) O=C(Nc1ccc(Cl)cc1)Nn1cnc2ccccc2c1=O
    8.8%	-18.0%	-10.9%	i	-3.4%	-9.1%	-0.4%	-12.8%	25.4%
(13) CC(C)C[C@H](NC(=O)c1nc[nH]c1C(=O)N1CCC(C)CC1)C(=O)OCc1ccccc1
    4.4%	?	1.2%	?	-19.1%	-51.8%	0.4%	-1.5%	0.0%
(14) CC(C)C(=O)Nc1cccnc1
    -17.2%	4.8%	-10.2%	i	3.8%	8.0%	-0.4%	-0.6%	.
(15) Cc1ccc2nc(N3CCN(Cc4nnnn4Cc4ccccc4)CC3)c(C#N)cc2c1
    ?	-5.7%	-5.7%	i	5.5%	-9.5%	-0.7%	?	-24.3%
(16) Cc1nnc(SCC(=O)Nc2nccs2)[nH]c1=O
    9.2%	-17.1%	1.1%	i	8.1%	9.9%	-0.8%	-8.8%	9.0%
(17) CCCCN(C)CCNC(=O)c1nn(-c2ccc(OC)c(Cl)c2)c(=O)c2c1c1ccccc1n2C
    9.9%	-6.7%	-0.4%	i	.	3.8%	0.3%	.	-0.4%
(18) COc1ccc(C(=O)N2CCN(Cc3cn[nH]c3-c3ccc(OC)cc3F)CC2)cc1
    ?	-24.3%	11.0%	i	-10.6%	-3.1%	3.9%	0.4%	.
(19) C=CCOC(=O)C1=C[C@@H](c2ccc(Br)cc2)[C@H](CCCO)[C@@H](OCC)O1
    1.6%	-22.6%	-6.0%	?	?	-24.2%	2.1%	?	0.3%
(20) COc1ccc2[nH]cc(CCNC(=O)C3CCCCC3)c2c1
    -8.9%	1.3%	3.6%	i	2.5%	-52.4%	0.2%	1.5%	-5.7%
(21) Cc1ccc(-c2nn(CC(=O)Nc3cccnc3)c(=O)c3ccccc23)cc1
    -14.7%	?	2.3%	i	1.2%	-15.1%	0.4%	17.4%	5.0%
(22) COC(=O)c1ccc(Cn2c(C)c(C(=O)NCc3cccc(C(F)(F)F)c3)sc2=O)o1
    .	-25.7%	.	i	-6.4%	1.8%	0.1%	.	-14.0%
(23) O=C(NCc1ccccc1)c1cccc(NC(=O)C2CCC2)c1
    -4.6%	-7.6%	0.6%	i	-2.6%	0.4%	-1.2%	?	-6.9%
(24) O=C(O)C1CC(=O)N(C2CCCCC2)C1c1ccccc1 (centres undefined)
    4.6%	0.3%	-6.6%	i	4.3%	-0.8%	1.8%	-1.5%	3.5%
(25) COCCNC(=O)c1ccc2c(=O)n(CCOC)c(=O)[nH]c2c1
    -11.6%	-11.4%	-3.6%	i	2.3%	-5.3%	0.1%	-1.0%	-35.0%
(26) COc1ccc(C(=O)NCc2c(C)oc(C)c2C(=O)O)cc1
    2.2%	-10.5%	-0.9%	i	-2.6%	0.2%	-0.8%	?	-4.5%
(27) CCN(Cc1ccccc1)S(=O)(=O)c1cc2[nH]c(=O)c(=O)[nH]c2cc1C
    -5.3%	6.6%	13.9%	i	-15.8%	-17.3%	0.0%	-3.7%	1.0%
(28) Cn1c(=O)n(C)c2cc(S(=O)(=O)O)ccc21
    27.6%	0.0%	-3.0%	i	2.8%	-7.9%	1.4%	-0.3%	5.4%
(29) Cc1ccc(NC(=O)COC(=O)CNC(=O)c2ccc(Cl)cc2Cl)cc1S(=O)(=O)N1CCOCC1
    0.2%	-1.9%	-0.4%	i	-15.3%	4.0%	-0.7%	-32.7%[inhibitor]	32.3%
(30) Cc1nc(SCC(=O)c2ccccc2)c(C#N)c(-c2ccco2)c1C(=O)NCc1ccco1
    -16.0%	?	1.5%	i	5.4%[57.1 µM]	-8.3%	?	?	-13.9%

Reprinted: compounds 10–11
Under each structure: Nrf2 block	TGFb SMAD3 inh	A549 tox	ATXN viability	EPAC2 antag	HepG2 tox	Nrf2 activator	MCF10A rereplic	ATXN2 expr inh
(10) Cn1c(N)c(C(=O)COC(=O)c2cccc(S(=O)(=O)N3CCOCC3)c2)c(=O)n(C)c1=O
    -9.9%	-0.3%	1.3%	i	-2.5%	10.9%	0.0%	1.0%	-1.5%
(11) N#Cc1c(NC(=O)CCC(=O)O)sc2c1CCCCC2
    11.3%	15.2%	2.7%	i	12.3%	3.7%	0.3%	2.5%	-0.4%

The results go on:
Under each structure: Nrf2 block	TGFb SMAD3 inh	A549 tox	ATXN viability	EPAC2 antag	HepG2 tox	Nrf2 activator	MCF10A rereplic	ATXN2 expr inh
(31) CCOC(=O)c1c(-c2ccccc2)csc1NC(=O)CSc1ccccc1
    5.6%	8.0%	10.9%	i	3.8%	9.5%	-0.6%	9.4%	0.3%
(32) CCOc1ccc2[nH]c(=O)c(CN(CC3CCCN3CC)C(=O)NCc3ccccc3)cc2c1 (centres undefined)
    ?	-5.8%	2.2%	i	-0.9%	0.4%	0.3%	?	3.4%
(33) COC(=O)c1cc(NC(=O)c2oc(=O)c3ccccc3c2-c2ccccc2)cc(C(=O)OC)c1
    0.6%	1.8%	-5.7%	i	.	5.6%	-1.1%	.	-1.6%
(34) Cc1cc2n(n1)C(c1ccc3c(c1)OCO3)Nc1ccccc1-2 (centres undefined)
    7.4%	-8.1%	-1.3%	i	5.1%	-9.1%	8.5%	2.0%	6.1%
(35) CCc1ccccc1NC(=O)CNC(=O)CNC(=O)C1CCCCC1
    -0.5%	-1.1%	6.1%	i	3.1%	-46.2%	0.2%	-2.0%	-1.5%
(36) O=C1CC(c2ccccc2C(F)(F)F)c2c(c3ccccc3[nH]c2=O)O1 (centres undefined)
    0.8%	-3.7%	0.8%	i	.	-1.4%	-0.2%	.	7.1%
(37) CC1CCN(C(=O)CCNS(=O)(=O)c2ccc(Br)cc2)CC1
    2.2%	1.4%	4.2%	?	0.0%	-5.7%	-1.0%	2.9%	-22.2%
(38) CN(CC(=O)Nc1ccc(S(=O)(=O)N2CCCC2)cc1)Cc1cccc(Cl)c1Cl
    ?	?	2.9%	?	-3.1%	-21.9%	-0.1%[9.22 µM]	?	-19.6%
(39) CC(=O)c1ccc(NC(=O)CSc2nnc3c(n2)[nH]c2ccccc23)cc1
    -12.4%	8.2%	-7.4%	i	.	0.8%	4.8%	.	6.2%
(40) CCOc1cc(Cl)c(S(=O)(=O)NCc2cccnc2)cc1Cl
    ?	6.2%	-9.1%	i	6.3%	6.2%	-0.6%	11.8%	-14.2%
(41) COc1ccc(/C=C/C(=O)NC(C)C)cc1Br
    ?	0.9%	-1.5%	i	-0.7%	-2.2%	0.4%	-3.7%	2.5%
(42) Cc1[nH]c(=O)[nH]c(=O)c1NC(=O)c1cccs1
    -1.8%	-4.1%	-0.5%	i	11.0%	-4.1%	-0.4%	-0.4%	5.0%
(43) Cc1ccc(S(=O)(=O)N2CCN(C(=O)C(Cc3ccccc3)NC(=O)c3ccccc3)CC2)cc1 (centres undefined)
    -3.5%	3.1%	1.5%	?	12.4%	-10.7%	0.1%	12.5%	.
(44) CCOC(=O)c1c(NC(=O)c2cc3nc(-c4ccc(Br)cc4)cc(C(F)(F)F)n3n2)sc(C(C)=O)c1C
    .	5.9%	3.9%	.	.	-2.8%	-0.1%	.	.
(45) CN1C(C(=O)NCc2cccc(C(F)(F)F)c2)CC2Cn3c(nc4ccccc43)C21 (centres undefined)
    -29.7%	21.5%	5.2%	i	-1.4%	1.0%	2.5%	-9.4%	5.2%
(46) Cc1cccc(N(CC(O)CN(C)C)S(=O)(=O)c2ccccc2)c1 (centres undefined)
    14.3%	-3.5%	8.9%	i	10.9%	10.0%	-0.4%	0.4%	8.5%
(47) O=S(=O)(Nc1ccccc1)C1CCCCC1
    0.2%	-0.2%	-5.8%	?	15.7%	-1.8%	0.1%	-3.7%	4.7%
(48) Nc1cc(C(=O)OCC(=O)N2CCC(Cc3ccccc3)CC2)ccc1Cl
    -15.4%	-1.4%	0.4%	i	-6.9%	-23.6%	5.3%	-1.0%	-8.7%

Screening data deposited in PubChem by National Center for Advancing Translational Sciences (NCATS).
